Assay outcomes: PubChem BioAssay, National Center for Advancing Translational Sciences (NCATS)
ALOX12 inh: blocks human arachidonate 12S-lipoxygenase | P18054 | purified 12hLO, xylenol orange hydroperoxide absorbance | Potency, µM (doses to about 108 µM), for the others: top-dose activity change, negative = inhibition, actives largely listed as inhibitors | actives 1.1% (n = 580,000) | AID 1671190; note: potency is the fitted concentration of half-maximal effect
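Purified human 12hLO (150 nM final) in 25 mM Hepes, 0.01% Triton X-100, pH 7.0 was preincubated 15 min at room temperature with compound. Then 40 uM arachidonic acid was added, 30 min. Hydroperoxide was read by Fe-XO absorbance ratio 573/405 nm.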
GLS inh: glutaminase GLS (human) inhibition | O94925 | GLS enzymatic activity, qHTS titration | Potency, µM (doses to about 45.5 µM), inactives show top-dose activity change, negative = inhibition, most hits filed as inhibitors | actives 0.21% (n = 410,000); note: potency is the fitted concentration of half-maximal effect
Target sequence (O94925 whole entry, looked up): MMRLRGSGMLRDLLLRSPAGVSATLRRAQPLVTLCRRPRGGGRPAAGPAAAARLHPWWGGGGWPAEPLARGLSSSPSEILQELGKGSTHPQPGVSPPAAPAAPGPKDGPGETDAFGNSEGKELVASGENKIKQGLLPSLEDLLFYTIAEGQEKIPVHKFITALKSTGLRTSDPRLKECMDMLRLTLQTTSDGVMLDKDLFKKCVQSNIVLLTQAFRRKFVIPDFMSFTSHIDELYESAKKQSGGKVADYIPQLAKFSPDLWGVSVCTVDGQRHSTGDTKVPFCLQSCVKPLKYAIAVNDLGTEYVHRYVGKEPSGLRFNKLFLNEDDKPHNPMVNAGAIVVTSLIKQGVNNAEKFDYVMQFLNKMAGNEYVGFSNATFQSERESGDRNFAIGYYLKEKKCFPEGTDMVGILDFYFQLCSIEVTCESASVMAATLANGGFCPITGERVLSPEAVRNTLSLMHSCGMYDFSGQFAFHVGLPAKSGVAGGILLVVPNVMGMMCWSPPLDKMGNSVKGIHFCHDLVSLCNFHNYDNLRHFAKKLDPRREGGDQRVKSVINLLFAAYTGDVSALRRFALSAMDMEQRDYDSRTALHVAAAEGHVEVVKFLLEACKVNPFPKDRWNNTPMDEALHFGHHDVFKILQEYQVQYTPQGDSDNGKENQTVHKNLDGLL
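hKGA in 45 mM KH2PO4 pH 8.2, 0.02% Tween-20 with pin-transferred compounds; 1 mM L-glutamine (stock) plus glutamate oxidase/HRP/Amplex Red coupling added. Fluorescence read initially and after 30 min at RT.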
PI4K2A inh: PI4K2A (human) kinase inhibition; activity change, negative = inhibition, % at 76.9 µM; actives 0.13% (n = 420,000); purified PI4K2A, ADP-Glo luminescence, 1 h; hits give low values; Q9BTU6; in the data active = activity change below about -50%; inconclusive = mostly about -30% to -49%;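 note: -100% = wells without enzyme as full effect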
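Compounds are screened against recombinant PI4K2A using PI as substrate and ATP, the latter dispensed at 300 microM. Reactions run one hour at ambient temperature before ADP-Glo detection; full inhibition defined by wells lacking enzyme.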
* = called active by the depositor; ? = inconclusive; [ ] = another dose, or the depositor's remark. Unless noted, calls come from the whole dose curve; as a rule, active = well fitted inhibition curve with a large enough effect; inconclusive = small, poorly fitted or top-dose-only effect, or another doubt; inactive = no such curve, though single readings can be large or run the other way. Unless noted, % is set by controls: 0 for no effect and ±100 for the full control effect.

Below each SMILES: ALOX12 inh, GLS inh, PI4K2A inh
> CC(C)(C)c1ccc(C(O)c2ncc(-c3ccc(F)cc3)[nH]2)cc1 (centres undefined)
 : -6%, 1%, -3
> COc1ccc(C(C)=O)cc1CN1C(=O)C(C)ON=C1c1ncccc1C (centres undefined)
 : 7%, -11%, 2
> CC[C@@H]1CC2=C(C(=O)OC(C)(C)O2)[C@H](c2ccc(F)cc2)O1
 : -13%, 13%, 1
> CCN(CC)C(=O)c1ccc2sc([C@H]3C[C@H](O)[C@@H](CO)O3)nc2c1
 : -5%, 0%, 1
> COc1cccc(-c2ncn(CCc3ccccc3OC)c2C(C)C)c1
 : -68%, -5%, -2
> CN(CCc1ccccc1)c1cc2c(c3c1ccn3C)C1CCC2C1 (centres undefined)
 : 45µM*, 7%, 0
> Cn1c(N)c(C#N)c(-c2ccccc2)c(C#N)c1=O
 : -3%, -1%, 1
> Cc1ccc(NC(=O)Cn2sc3ccccc3c2=O)cc1
 : -103%, 7.1µM*, -4
> O=C(NC1CC1)c1ccc(CSCc2ccc(Cl)cc2)o1
 : -2%, 3%, 5
> O=C(COC(=O)/C=C/c1cccc(F)c1)NCc1ccc2c(c1)OCO2
 : 0%, 0%, 0
> Cc1cn([C@H]2C[C@H](O)[C@@H](CCC(=O)NCc3ccc(N(C)C)cc3)O2)c(=O)[nH]c1=O
 : 4%, 5%, -1
> COc1ccc(S(=O)(=O)N(C)C[C@H]2OCc3cn(nn3)CCCC(=O)N([C@H](C)CO)C[C@@H]2C)cc1
 : ?, -7%, -3
> CC(C)C[C@@H]1COc2cccc(N3CCC[C@@H]3CO)c2S(=O)(=O)N1
 : 2%, 20%, -3
> COc1cccc(C(O)c2nc(-c3ccc4ccccc4c3)cs2)c1 (centres undefined)
 : -17%, 18%, 4
> C[C@H](CO)N1C[C@H](C)[C@@H](CN(C)S(=O)(=O)c2ccc(-c3ccccc3)cc2)OCc2cn(nn2)CCCC1=O
 : ?, -6%, -7
> CS(=O)(=O)Nc1cccc(-c2ccc3nncn3c2)c1
 : 3%, 2%, 0
> COc1ccc(/C=C2\SC(=O)N(CCCC(=O)Nc3ccc(C(=O)O)cc3)C2=O)cc1
 : ?, -6%, 2
> Cc1cc(C)c(NC(=O)COC(=O)C2=COCCO2)c(C)c1
 : -2%, 1%, -1
> COc1ccc(-c2nc3c(Cl)cc(C(F)(F)F)cn3c2Cc2ccc(C)cc2)cc1OC
 : ?, 0%, -4
> CCCCCCN1CCN(C2CN(Cc3cn(Cc4ccccc4)nn3)S(=O)(=O)C2)CC1 (centres undefined)
 : -3%, 8%, -5
> O=C(NCc1ccccc1)c1cc(C2CCCCN2C(=O)c2ccc(Cl)cc2)on1 (centres undefined)
 : 0%, 4%, -3
> CCc1cccc(CC)c1N1C(=O)CC(Sc2ccccc2N)C1=O (centres undefined)
 : ?, -8%, 2
> CCOC(=O)C1CC(=NO)c2ccc(OC)c(OC)c2C1 (centres undefined)
 : ?, 3%, 4
> CS(=O)(=O)Nc1cccc(NC(=O)C2Cc3c(-c4ccccc4)ccnc3O2)c1 (centres undefined)
 : -2%, 4%, -3
> O=C(c1cccs1)N1CCN(Cc2nc(-c3ccccc3)no2)CC1
 : -5%, -7%, 5
> O=C1[C@H]2[C@@H](c3ccccc3)N[C@]3(CCCN(Cc4ccco4)C3=O)[C@H]2C(=O)N1Cc1ccccc1
 : ?, -7%, 0
> O=C(OC1CC2CC1[C@H]1CCCCN1C2=O)N1CCCCC1 (some centres undefined)
 : 19%, -3%, -1
> CCOc1ccc(CCN2C(=S)N([C@@H](Cc3ccc(O)cc3)CN3CCC[C@@H]3CN3C(=S)NC[C@@H]3Cc3ccccc3)C[C@@H]2Cc2ccccc2)cc1
 : 2%, -1%, -3
> CC(C)c1ccc([C@@H]2O[C@H](CCc3ccccc3)CC3=C2C(=O)OC(C)(C)O3)cc1
 : -1%, -16%, 3
> CC(=NNC(=S)N1CCCCC1)c1ccccn1
 : 45µM*, 15%, -8

Records listed so far printed as active in ALOX12 inh:
Below each SMILES: ALOX12 inh, GLS inh, PI4K2A inh
> CN(CCc1ccccc1)c1cc2c(c3c1ccn3C)C1CCC2C1 (centres undefined)
 : 45µM*, 7%, 0
> CC(=NNC(=S)N1CCCCC1)c1ccccn1
 : 45µM*, 15%, -8

Next compounds follow:
Below each SMILES: ALOX12 inh, GLS inh, PI4K2A inh
> CNc1ncnc2c1ncn2[C@H]1CN(Cc2cccc3ccccc23)C[C@@H](CO)O1
 : -26%, -6%, 6
> CC1(c2nnnn2Cc2ccccc2)CCC(=O)N1C1CC1 (centres undefined)
 : 0%, ?, 3
> COc1ccc(-c2ccc(C(=O)NCc3ccc(N4CCN(C)CC4)cc3)c3occc23)c(C)c1
 : ?, 29%, -1
> CCOC=C1SC(=S)N(c2ccccc2OC)C1=O
 : ?, 28%, -2
> CC(C)c1nc(CNC(=O)CC2C(=O)NCCN2Cc2ccccc2)cs1 (centres undefined)
 : -29%, 2%, -7
> O[C@H]1C[C@H](c2ccccc2)N(Cc2cccs2)C[C@@H]1n1cc(C2CC2)nn1
 : ?, -1%, -5
> CCOC(=O)N1CCN(C(=O)C[C@@H]2C[C@@]3(C(=O)OCC)CCC=C3N(Cc3ccc(Cl)cc3Cl)C2=O)CC1
 : -26%, -13%, -1
> Nc1c(CNCc2nnn(Cc3ccccc3)c2N)nnn1Cc1ccccc1
 : 22%, 12%, -5
> O=C(/C=C/[C@H]1O[C@@H](n2cnc3c(NC(=O)c4ccccc4)ncnc32)[C@H](O)[C@@H]1O)NCCc1c[nH]c2ccccc12
 : 13%, 16%, -2
> O=C(c1[nH]c(C(F)(F)F)nc1-c1ccccc1)N1CCN(Cc2c(F)cccc2Cl)CC1
 : -7%, 7%, -3
> CC1(Cc2ccc(C(F)(F)F)o2)C(=O)Nc2ccc(-c3cccc(C(F)(F)F)c3)cc21 (centres undefined)
 : ?, 0%, 0
> CC1(C(=O)NCCc2ccccc2)Cc2c(-c3cccc(C(F)(F)F)c3)ccnc2O1 (centres undefined)
 : -11%, 7%, -4
> COCCNc1oc(/C=C/c2cccs2)nc1S(=O)(=O)c1ccccc1
 : -5%, 2%, -5
> COc1cccc(-c2cnc(C(O)c3ccc(F)c(C)c3)[nH]2)c1 (centres undefined)
 : -8%, -3%, 2
> Brc1ccc(-c2nc3ccc(Br)cn3c2Cc2ccccc2)cc1
 : ?, 1%, -6
> CNc1cc(-c2ccc(O)cc2C)ncn1
 : 0%, 27%, -5
> O=C1NC[C@H](CCCCN2CCN(Cc3ccccc3)C(=O)C2=O)N(CCc2ccc(O)cc2)C1=O
 : -15%, 2%, 0
> O=C(Cc1ccc(OCc2ccccc2)cc1)NCc1ccc2c(c1)OCO2
 : -1%, -12%, 6
> COc1ccc(C(O)c2nc(-c3cccc(NC(C)=O)c3)cs2)cc1 (centres undefined)
 : 0%, 7%, 1
> Cn1nc(C(C)(C)C)cc1C(=O)N1CCCCC1c1cc(C(=O)NCc2cccnc2)no1 (centres undefined)
 : -2%, 0%, 6
> CCCCN1C(=O)C(CC(=O)NC(c2ccccc2)c2ccccc2)CC(C(=O)N(C(C)C)C(C)C)=C1C (centres undefined)
 : -17%, -8%, -7
> CCOC(=O)C(=C1Nc2ccccc2N1)n1c(-c2ccco2)nc2ccccc21
 : ?, ?, -15
> Cc1ccc(S(=O)(=O)N2C[C@H]3C(=O)C[C@@H](c4ccc(Cl)cc4)N(S(=O)(=O)c4ccc(C)cc4)[C@H]3C[C@H]2c2cccc3ccccc23)cc1
 : -26%, -11%, -3
> COc1cc(C(O)c2nc(/C=C/c3ccc(C(F)(F)F)cc3)cs2)ccc1F (centres undefined)
 : -14%, 6%, 0
> Cc1ccc(C(=O)OCC(=O)NCc2ccc(Cl)cc2)s1
 : -18%, -3%, 6
> CC1(C(=O)NS(=O)(=O)c2ccc(Cl)s2)CCN1C(=O)Cc1ccc(Cl)cc1Cl (centres undefined)
 : 1%, 8%, -3
> COc1ccc(NC(=O)CN2C(=O)NC(C)(Cc3ccc(OC)c(OC)c3)C2=O)cc1 (centres undefined)
 : 0%, -7%, -4
> CC(C)C1C(=O)N(Cc2cn(CCC3OCCCO3)nn2)CCS(=O)(=O)N1Cc1ccc(-c2ccc(Cl)nc2)cc1 (centres undefined)
 : -3%, -2%, -9
> COc1ccc(Br)c(Cn2c(C)c(C(=O)NCc3cccs3)sc2=O)c1
 : 22%, 16%, 0
> CCOC(=O)C1CCCN(C(=O)c2cc(C(C)(C)C)nn2C)CC1 (centres undefined)
 : 5%, 4%, 0

Record cards, as listed above. Order of screens: ALOX12 inh	GLS inh	PI4K2A inh
Cn1nc(C(C)(C)C)cc1C(=O)N1CCCCC1c1cc(C(=O)NCc2cccnc2)no1 (centres undefined) is listed with -2%	0%	6
CC(C)c1nc(CNC(=O)CC2C(=O)NCCN2Cc2ccccc2)cs1 (centres undefined) is listed with -29%	2%	-7

Other records follow:
Below each SMILES: ALOX12 inh, GLS inh, PI4K2A inh
> COc1cc(O)c(C=NN2C(=O)CSC2=S)c(OC)c1
 : ?, 23%, 0
> CCOC(=O)C1(C)CCCN1C(=O)c1cccc(OC)c1 (centres undefined)
 : -10%, 2%, 3
> CNC(=O)c1cc(Oc2ccc(NC(=O)c3[nH]c(-c4ccccc4)c4c3C(=O)N(C)C4=O)cc2)ccn1
 : 9%, -1%, -2
> CCN(CC)c1c(C)nc2ccc(C(=O)NCc3ccc4c(c3)OCO4)cn12
 : -3%, 15%, -1
> C[C@@H]1CN([C@H](C)CO)C(=O)c2cc(Br)cnc2O[C@@H]1CN(C)C(=O)Nc1cccc(F)c1
 : -17%, -10%, -1
> O=C(C1CCCCC1)N1C[C@H](n2cc(-c3ccc(F)cc3)nn2)[C@@H](O)C[C@@H]1c1ccc(Cl)cc1
 : -41%, -2%, -10
> Cc1ccc(-c2nc3cc(C)c(Br)c(C)n3c2CC(C)(C)C)cc1
 : 5%, 4%, 2
> CN1CCN(S(=O)(=O)c2ccc(F)cc2)CC1
 : 0%, -1%, 5
> CCCc1c(-c2ccc(Cl)cc2)ncn1Cc1ccccc1OC
 : -58%, -1%, -5
> COc1cc(C)c(CN2CCN(C(=O)CCC(=O)c3ccc(C)s3)CC2)cc1OC
 : 1%, 0%, -3
> CC(C)(C)OC(=O)N1CCC[C@H]1C(=O)N1CCC[C@H]1C(=O)NCc1ccncc1
 : 4%, -11%, 1
> COc1ccc(-c2cnc(C(O)c3ccc(OC)c(F)c3)[nH]2)cc1 (centres undefined)
 : 1%, -4%, 2
> Nc1ccn(CCCN2CCN(Cc3cccc4ccccc34)CC2)c(=O)n1
 : 3%, 4%, -3
> COc1ccc(C(O)c2ncc(-c3ccccc3OC)[nH]2)cc1 (centres undefined)
 : 2%, 15%, -4
> OC[C@@H]1CN(Cc2ccccc2)C[C@H](n2cnc3c(NC4CCCC4)ncnc32)O1
 : 5%, -6%, 6
> Nc1nc(-c2ccccc2)nc2nonc12
 : -2%, -3%, 3
> O=C(O)c1ccc(CSCc2ccccc2)o1
 : -25%, -1%, -4
> CCCCc1ccc(S(=O)(=O)NC(=O)C2(C)CCN2C(=O)Cc2ccccc2)cc1 (centres undefined)
 : ?, 0%, 0
> CC1(C(=O)NS(=O)(=O)c2ccc(F)cc2F)CCN1C(=O)CC1CC1 (centres undefined)
 : ?, -30%, 5
> C[C@H]1CN([C@@H](C)CO)C(=O)c2cc(-c3ccccc3F)cnc2O[C@H]1CN(C)C(=O)C1CCOCC1
 : 0%, -1%, 3
> O=C(Nc1ccc(Cl)cn1)c1ccccc1-c1ccccc1
 : -19%, -3%, -3
> Cc1ccc(Cl)cc1-c1cc(C(=O)NCc2ccc(C(F)(F)F)cc2)[nH]n1
 : 4%, -1%, 0
> O=C1NN=C2CCCCCCC12 (centres undefined)
 : -4%, 15%, -3
> COc1ccc(N2CCN(CC(=O)Nc3c(C)cccc3C)CC2)cc1
 : -11%, 17%, 3
> O=C(Nc1c2c(nn1-c1ccccc1)CS(=O)(=O)C2)C1CC1
 : ?, 1%, 0
> CC1OC(C2CCCCC2)Cc2[nH]c(=S)[nH]c(=O)c21 (centres undefined)
 : ?, 4%, 1
> O=C1C=CC(c2c[nH]c3ccccc23)CC1 (centres undefined)
 : ?, 42%[activator], 7
> Cc1cccc(C)c1NC(=O)C1(C)CCC(=O)N1c1cc(C(C)(C)C)nn1C (centres undefined)
 : -4%, -1%, -1
> O=C1NC[C@@H](CCCCN2C[C@H](Cc3ccc(O)cc3)N(CCC3CCCCC3)C(=O)C2=O)N(CC2CCCCC2)C1=O
 : ?, 2%, -3
> CC1(C(=O)NCc2ccc3c(c2)OCO3)CCN1C(=O)C1(c2ccc(Cl)cc2)CC1 (centres undefined)
 : -9%, 4%, -3
> O=C(Nc1ccc(F)c(Cl)c1)c1cc(C2CCCN(C(=O)CCc3ccccc3)C2)on1 (centres undefined)
 : -3%, 7%, -1

This is a subset, so the mix of outcomes need not match the whole.
